Pol iota inh: qHTS for Inhibitors of Polymerase Iota; DNA polymerase iota (Homo sapiens), Q9UNA4; Pol iota fluorescent replication assay, 10 min; Potency, µM (series often up to 115 µM), for the others: top-dose activity, negative = inhibition, most hits filed as inhibitors; actives 1% (n = 390,000); AID 588590, 2011
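Fluorescent replication assay read twice, at 0 min and 10 min after adding 50 nM (final) substrate. Enzyme (10 nM) and compounds were first incubated 15 min at room temperature; enzyme-free buffer wells were negative controls.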
JMJD2A Tudor: qHTS Assay for Inhibitors of JMJD2A-Tudor Domain; actives 4.4% (n = 390,000); AlphaScreen JMJD2A-Tudor / H3K4me3 peptide binding; Potency, µM (top dose mostly 114 µM), without a hit: at the highest dose activity change, negative = inhibition, actives largely listed as inhibitors; Lysine-specific demethylase 4A (Homo sapiens), O75164; further: on the % scale 0 is the no-effect control and ±100 the full control effect; nearly all actives have a fitted effect of over 50% in size
G9a inh: qHTS Assay for Inhibitors of Histone Lysine Methyltransferase G9a. Histone-lysine N-methyltransferase EHMT2 (Homo sapiens), Q96KQ7. G9a H3K9 monomethylation, AlphaScreen, 2 h. Potency, µM (titrated, usually from 102 µM), without a hit: top-dose activity, negative = inhibition, actives largely listed as inhibitors. actives 8.8% (n = 350,000); further: on the % scale 0 is the no-effect control and ±100 the full control effect; nearly all actives have a fitted effect of over 75% in size
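Step 1: enzyme (final 20 nM) with compound, 15 min RT. Step 2: substrate peptide 500 nM and SAM 20 uM, 2 h RT. Step 3: anti-H3K9me1 antibody and AlphaScreen beads, 10 min, then plate read.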
Pin1 inh: qHTS Assay to Find Inhibitors of Pin1; Potency, µM (titrated, usually from 115 µM), for the others: at the highest dose activity, negative = inhibition, hits mostly inhibitors; AID 504891, 2011; Pin1 FP peptide displacement, HiFluor488, 10 min; actives 0.009% (n = 390,000); Peptidyl-prolyl cis-trans isomerase NIMA-interacting 1 (Homo sapiens), Q13526; active means well fitted inhibition curve with a large enough effect in the polarisation, with a control signal flat, not every such curve was filed as active; inconclusive means small, poorly fitted or top-dose-only effect, or effect the other way, or a change in a side signal; inactive means no such curve, though single readings can be large or run the other way; the % refers to the polarisation; further: on the % scale 0 is the no-effect control and ±100 the full control effect
BLM helicase inh: qHTS Assay for Inhibitors of Bloom's syndrome helicase (BLM); RecQ-like DNA helicase BLM (Homo sapiens), P54132; actives 0.2% (n = 350,000); recombinant BLM DNA unwinding, fluorescence dequenching; Potency, µM (highest dose often 56.1 µM), inactives show at the highest dose activity change, negative = inhibition, actives largely listed as inhibitors; AID 2528, 2010;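 further: plate controls were vehicle for no effect and no enzyme for full effect; nearly all actives have a fitted effect of over 35% in size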
HP1b binding inh: HTS for Inhibitors of HP1-beta Chromodomain Interactions with Methylated Histone Tails. AID 540317, 2011. Potency, µM (top dose mostly 114 µM), inactives show top-dose activity change, negative = inhibition, hits mostly inhibitors. AlphaScreen HP1-beta / biotin-H3K9me3 peptide binding. actives 0.56% (n = 390,000). Chromobox protein homolog 1 (Homo sapiens), P83916; further: nearly all actives have a fitted effect of over 70% in size; inactives centre near 23
Target sequence (P83916 whole entry, looked up): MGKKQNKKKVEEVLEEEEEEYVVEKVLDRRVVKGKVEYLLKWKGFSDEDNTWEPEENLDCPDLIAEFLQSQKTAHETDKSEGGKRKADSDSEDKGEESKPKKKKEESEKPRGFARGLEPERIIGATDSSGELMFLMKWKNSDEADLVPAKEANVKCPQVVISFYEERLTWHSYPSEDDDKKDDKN
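Compound inhibition of the preformed complex between 50 nM HP1-beta and 50 nM biotinylated H3K9me3 peptide was read by AlphaScreen. Buffer was PBS pH 7.4 with 0.01% Tween-20. Incubations ran 30 min at room temperature, with 10 ug/mL donor/acceptor beads.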
GLS inh: qHTS for Inhibitors of Glutaminase (GLS); Glutaminase kidney isoform, mitochondrial (Homo sapiens), O94925; GLS enzymatic activity, qHTS titration; Potency, µM (highest dose often 45.5 µM), for the others: top-dose activity change, negative = inhibition, actives largely listed as inhibitors; actives 0.21% (n = 410,000); AID 624170, 2012; further: on the % scale 0 is the no-effect control and ±100 the full control effect
Target sequence (O94925 whole entry, looked up, canonical isoform): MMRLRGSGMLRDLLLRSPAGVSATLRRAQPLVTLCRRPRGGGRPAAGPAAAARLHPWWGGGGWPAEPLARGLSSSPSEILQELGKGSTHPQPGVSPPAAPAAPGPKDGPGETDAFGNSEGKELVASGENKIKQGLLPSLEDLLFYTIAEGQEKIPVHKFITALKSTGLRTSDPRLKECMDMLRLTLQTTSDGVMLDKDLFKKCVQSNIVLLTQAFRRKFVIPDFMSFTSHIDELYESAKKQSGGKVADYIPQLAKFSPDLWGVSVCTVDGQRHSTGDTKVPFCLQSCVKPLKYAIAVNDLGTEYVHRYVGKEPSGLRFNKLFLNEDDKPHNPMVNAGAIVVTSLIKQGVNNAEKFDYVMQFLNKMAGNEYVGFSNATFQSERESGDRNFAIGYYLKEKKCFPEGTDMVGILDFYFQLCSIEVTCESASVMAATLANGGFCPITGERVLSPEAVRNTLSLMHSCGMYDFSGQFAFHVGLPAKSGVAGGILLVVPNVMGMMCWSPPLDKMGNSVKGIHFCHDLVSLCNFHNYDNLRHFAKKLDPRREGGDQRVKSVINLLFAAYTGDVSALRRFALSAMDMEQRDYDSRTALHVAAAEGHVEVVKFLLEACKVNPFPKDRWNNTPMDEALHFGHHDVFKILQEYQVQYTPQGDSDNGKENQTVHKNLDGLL
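Glutamate formation by hKGA was monitored fluorometrically using coupled glutamate oxidase, HRP and Amplex Red. Substrate was added as 1 mM L-glutamine solution; incubation was 30 min at RT after an initial read.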
PGK inhibitor: qHTS Assay to Find Inhibitors of Phosphoglycerate Kinase; Potency, µM (doses to about 57.5 µM), for inactives: at the highest dose activity change, negative = inhibition, actives largely listed as inhibitors; actives 0.043% (n = 380,000); Phosphoglycerate kinase, glycosomal (Trypanosoma brucei brucei), P07378; AID 602233, 2012; PGK/GAPDH coupled, Kinase-Glo luminescence, 60 min; further: on the % scale 0 is the no-effect control and ±100 the full control effect; nearly all actives have a fitted effect of over 60% in size
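Recombinant glycosomal PGK reaction used 1,3-bisphosphoglycerate generated in-well by GAPDH (100nM final) in 100mM TEA pH 7.6, 5mM MgCl2, 0.01% Tween-20. After 60 minutes at room temperature, ATP was read by Kinase-Glo Plus luminescence end-point.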
BAZ2B inh: qHTS Assay for Inhibitors of BAZ2B. AlphaScreen BAZ2B-H3K14Ac peptide displacement. AID 504333, 2011. actives 4.4% (n = 360,000). Bromodomain adjacent to zinc finger domain protein 2B (Homo sapiens), Q9UIF8. Potency, µM (titrated, usually from 114 µM), without a hit: at the highest dose activity change, negative = inhibition, actives largely listed as inhibitors; further: on the % scale 0 is the no-effect control and ±100 the full control effect; nearly all actives have a fitted effect of over 60% in size
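Protein-peptide AlphaScreen: BAZ2B 50 nM, b-H3K14Ac 50 nM, 1x PBS pH 7.4 + 0.01% Tween-20. Preincubation 30 min RT; cpd 30 min RT (top 110 uM); beads 20 min RT, light-protected.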
An asterisk follows results filed as active; [ ] = another dose, or the depositor's remark. Unless noted, the call rests on the fitted dose curve; in most records, active means well fitted curve in the direction sought with a large enough effect; inconclusive means small, poorly fitted or top-dose-only effect, or another doubt; inactive means no such curve, though single readings can be large; an effect the other way counts as inactive or inconclusive. Potency means the concentration at half of the fitted maximal effect. Not all compounds are listed. The share of hits here may be higher or lower than overall.

Screening O=C(NCCc1ccccc1)C1CC(=O)N(C2CCCCC2)C1 (stereo not given) returned Pol iota inh 17%, JMJD2A Tudor -14%, G9a inh 105%[activator], Pin1 inh 5%, BLM helicase inh -2%, HP1b binding inh 11%, GLS inh -10%, PGK inhibitor inactive and BAZ2B inh 7%.
CN1CCN(C(=O)c2ccc(-c3ccc(Br)cc3)o2)CC1 was read as Pol iota inh 14%, JMJD2A Tudor -26%, Pin1 inh -2%, HP1b binding inh -20%, GLS inh 12% and PGK inhibitor -5%.
Cc1ccc2oc(=O)c(/C=C(\O)C(C)(C)C)nc2c1 was read as Pol iota inh 15%, JMJD2A Tudor -6%, G9a inh inconclusive, Pin1 inh 2%, BLM helicase inh 0%, HP1b binding inh 37%, GLS inh -22%, PGK inhibitor inactive and BAZ2B inh inconclusive.
For O=C(N/N=C/c1ccccn1)c1cc(-c2ccc3ccccc3c2)n[nH]1 the results were Pol iota inh inconclusive, JMJD2A Tudor inconclusive, G9a inh -5%[59 µM], Pin1 inh inconclusive, BLM helicase inh inconclusive, HP1b binding inh inconclusive, GLS inh 5%, PGK inhibitor -29% and BAZ2B inh inconclusive.
Screening CCOc1ccc(Br)cc1S(=O)(=O)Nc1cccc(S(=O)(=O)Nc2ccccc2C(=O)O)c1 returned Pol iota inh inconclusive, JMJD2A Tudor -21%, HP1b binding inh 22%, GLS inh 2% and PGK inhibitor -6%.
`CCN1CCN(c2ccc(S(=O)(=O)N3CCOCC3)cc2NC(=O)/C=C/c2cccc(OC)c2OC)CC1` gave Pol iota inh 19%, JMJD2A Tudor -12%, G9a inh 28µM*, Pin1 inh 0%, HP1b binding inh 9%, GLS inh 23%, PGK inhibitor inactive and BAZ2B inh -12%.
`CCOC(=O)c1c(C)[nH]c(C(=O)/C(C#N)=C/c2ccc(OC)c(OC)c2)c1C` gave Pol iota inh 131%[activator], JMJD2A Tudor -28%, G9a inh -5%[59 µM], Pin1 inh inconclusive, BLM helicase inh -1%, HP1b binding inh 9%, GLS inh 28%, PGK inhibitor -6% and BAZ2B inh inconclusive.
`Cc1ccc(NC(=O)CCCc2ccccc2)nc1` gave Pol iota inh 4%, JMJD2A Tudor -12%, G9a inh -5%, Pin1 inh -3%, BLM helicase inh -2%, HP1b binding inh 26%, GLS inh 2%, PGK inhibitor -12% and BAZ2B inh -18%.
`O=C1C2C(c3ccccc3)CC=CC2[C@H](c2ccoc2)N1Cc1ccccc1` (stereo not given in full) gave Pol iota inh -7%, JMJD2A Tudor -29%, G9a inh 4%[59 µM], Pin1 inh inconclusive, BLM helicase inh -11%, HP1b binding inh 10%, GLS inh 0%, PGK inhibitor 7% and BAZ2B inh -25%.
`Cc1cc(C)n(CC(=O)NC2C(=O)N3C(C(=O)O)=C(CSc4nnc(C)s4)CSC23)n1` (stereo not given) gave Pol iota inh -14%, JMJD2A Tudor 25µM*, G9a inh 40µM*, Pin1 inh inconclusive, BLM helicase inh 0%, HP1b binding inh 7%, GLS inh -7%, PGK inhibitor -15% and BAZ2B inh 71µM*.
For CC1CCCC(NC(=O)c2ccc3c(c2)NC(=O)CS3)C1C (stereo not given) the results were Pol iota inh 4%, JMJD2A Tudor 22%, G9a inh -13%, Pin1 inh -3%, BLM helicase inh -2%, HP1b binding inh 44%[activator], GLS inh -2%, PGK inhibitor -4% and BAZ2B inh -10%.
`Cc1ccc(N2C(=O)C(Cl)=C(N3CCOCC3)C2=O)cc1Cl` gave Pol iota inh -6%, JMJD2A Tudor inconclusive, G9a inh -22%[59 µM], Pin1 inh 8%, BLM helicase inh 1%, HP1b binding inh 57%, GLS inh 2%, PGK inhibitor inactive and BAZ2B inh -2%.
S=c1[nH]nc(CNc2ccc(Cl)cc2)n1Cc1ccccc1 was read as Pol iota inh 99%[activator], JMJD2A Tudor -2%, G9a inh inconclusive, Pin1 inh 0%, BLM helicase inh -8%, HP1b binding inh 20%, GLS inh 99%[activator], PGK inhibitor 2% and BAZ2B inh -34%.
For O=C(OCC(=O)N1c2ccccc2Sc2ccccc21)c1cccnc1 the results were Pol iota inh 5%, JMJD2A Tudor -30%, G9a inh -23%, Pin1 inh 19%, BLM helicase inh -3%, HP1b binding inh 9%, GLS inh 1%, PGK inhibitor inactive and BAZ2B inh -19%.
`COc1ccccc1OCCC(=O)OCC(=O)NCc1ccc(F)cc1` gave Pol iota inh 28%, JMJD2A Tudor -2%, Pin1 inh -6%, HP1b binding inh 43%[activator], GLS inh -1% and PGK inhibitor -9%.
Screening CC(=O)c1cn(CC(=O)Nc2ccc(C)cc2C)c2ccccc12 returned Pol iota inh -6%, JMJD2A Tudor -17%, G9a inh -3%[59 µM], Pin1 inh -4%, BLM helicase inh -1%, HP1b binding inh 20%, GLS inh 3%, PGK inhibitor -6% and BAZ2B inh 8%.
For CCc1ccc2c(c1)NC(c1cccs1)=NC(c1ccc(F)cc1)=N2 the results were Pol iota inh -8%, JMJD2A Tudor inconclusive, G9a inh inconclusive, Pin1 inh -10%, BLM helicase inh -11%, HP1b binding inh 17%, GLS inh 13% and BAZ2B inh inconclusive.
OCCn1nc2c3ccccc3nc-2n(-c2ccccc2)c1=S was read as Pol iota inh inconclusive, JMJD2A Tudor -16%, G9a inh 25µM*, Pin1 inh -5%, BLM helicase inh 1%, HP1b binding inh -24%, GLS inh -4%, PGK inhibitor -1% and BAZ2B inh -11%.
COc1ccc(-c2noc(C(C)n3nc(C)c([N+](=O)[O-])c3C)n2)cc1OC (stereo not given) was read as Pol iota inh 21%, JMJD2A Tudor -17%, G9a inh 4%[0.0925 µM], Pin1 inh inconclusive, BLM helicase inh -4%, HP1b binding inh 19%, GLS inh 0%, PGK inhibitor -3% and BAZ2B inh -8%.
Screening CC(=O)c1cccc(CN2CCCC(CCC(=O)NCc3ccccc3F)C2)c1 (stereo not given) returned Pol iota inh 100%[activator], JMJD2A Tudor -15%, Pin1 inh -7%, BLM helicase inh 0%, HP1b binding inh 14%, GLS inh 1%, PGK inhibitor inactive and BAZ2B inh 8%.
Screening COC(=O)C1=CN(Cc2ccccc2)C=C(C(=O)OC)C1c1ccc(OC)c(OC)c1 returned Pol iota inh 27%, JMJD2A Tudor 59%[activator], G9a inh 43%, Pin1 inh -1%, BLM helicase inh -10%, HP1b binding inh 131%[activator], GLS inh -7%, PGK inhibitor inactive and BAZ2B inh 14%.
COc1ccccc1-c1cc(C(F)(F)F)nc(S(=O)(=O)CCCC(=O)O)n1 was read as Pol iota inh inconclusive, JMJD2A Tudor -23%, G9a inh 1%[59 µM], Pin1 inh inconclusive, BLM helicase inh -14%, HP1b binding inh 9%, GLS inh 0%, PGK inhibitor -3% and BAZ2B inh -6%.
For CN(C)C1N(C(=O)c2ccccc2)N=C2c3ccccc3S(=O)(=O)N21 (stereo not given) the results were Pol iota inh 10%, JMJD2A Tudor -15%, Pin1 inh 3%, BLM helicase inh -1%, HP1b binding inh 21%, GLS inh 3%, PGK inhibitor -8% and BAZ2B inh 9%.
`COc1cc(/C(C)=N/NC(=O)CN2CCN(S(=O)(=O)c3ccc(C)cc3)CC2)ccc1O` gave Pol iota inh 19%, JMJD2A Tudor -4%, G9a inh inconclusive, Pin1 inh 1%, BLM helicase inh -3%, HP1b binding inh 40%[activator], GLS inh 13%, PGK inhibitor 2% and BAZ2B inh -11%.
For C#CCn1c(=NC(=O)c2cccs2)sc2cccc(OC)c21 the results were Pol iota inh inconclusive, JMJD2A Tudor -28%, G9a inh -10%, Pin1 inh inconclusive, BLM helicase inh -13%, HP1b binding inh 16%, GLS inh -10%, PGK inhibitor -17% and BAZ2B inh -4%.
